Bioassay records deposited in PubChem by National Center for Advancing Translational Sciences (NCATS).
HT1080 IDH1KD tx – kills HT-1080 cells with IDH1 knockdown; HT-1080 IDH1 knockdown viability, ATP luminescence, 48 h; Potency, µM (doses to about 46.1 µM), for inactives: top-dose activity, negative = toxicity, usual class: cytotoxic; 2% of 360,000 active;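 further: potency means the concentration at half of the fitted maximal effect; 0% = DMSO wells and -100% = cell-free medium wells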
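CellTiter-Glo luminescence after 48 h compound exposure at 37 degrees C of IDH1-knockdown HT-1080 cells in 5% FBS RPMI. %Activity scaled between DMSO wells and cell-free media wells, with curves fitted and assigned curve classes.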
SW480 rereplic – DNA re-replication induction in SW480 cells; SW480 DNA re-replication, Hoechst DNA content imaging, 48 h; Potency, µM (highest dose often 46.1 µM), without a hit: top-dose re-replication activation, actives largely listed as activators; 1.8% of 340,000 active; AID 624297; further: potency means the concentration at half of the fitted maximal effect; % of control where 0% means no effect; nearly all actives have a fitted effect of over 55% in size
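250 cells/well; 23 nL cpd via pin tool; 48 hr, 37 C, 5% CO2; Hoechst 40 min; imager read of total nuclear intensity, ex 405/em 500-530 nm.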
HT1080-NT tox – kills 2HG-producing HT-1080-NT fibrosarcoma cells; 1.6% of 360,000 active; HT-1080-NT fibrosarcoma viability, CellTiter-Glo ATP luminescence, 48 h; Potency, µM (highest dose often 46.1 µM), inactives show top-dose activity, negative = less viability, hits mostly cytotoxic; AID 686970;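 further: NT is the 2HG producing partner of a matched IDH1 knockdown line; potency means the concentration at half of the fitted maximal effect; 0% = DMSO-treated cells and -100% = media-only wells without cells; nearly all actives have a fitted effect of over 55% in size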
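Viability by CellTiter-Glo luminescence after 48 h compound exposure at 37C of HT-1080-NT cells (750/well, RPMI, 5% FBS). % activity scaled between DMSO wells and medium-only wells, then curve-fitted and categorized by curve class.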
KB-3-1 cytotox – kills parental KB-3-1 adenocarcinoma cells. KB-3-1 viability, CellTiter-Glo ATP luminescence, 72 h. Potency, µM (series often up to 46.1 µM), for inactives: at the highest dose activity change, negative = cytotoxic, most hits filed as cytotoxic. 1.4% of 400,000 active; further: potency means the concentration at half of the fitted maximal effect; on the % scale 0 is the no-effect control and ±100 the full control effect; nearly all actives have a fitted effect of over 60% in size
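Using CellTiter-Glo luminescence, growth of non-resistant KB-3-1 adenocarcinoma cells is assessed 72 h after pin-tool compound addition at 37 °C. Normalized responses across the concentration series yield fitted curves.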
MCF10A rereplic – induces DNA re-replication in MCF 10a normal breast cells; MCF 10A DNA re-replication, Hoechst nuclear intensity, 48 h; Potency, µM (highest dose often 46.1 µM), for the others: at the top dose activity, positive = re-replication, hits mostly activators; 2.9% of 350,000 active; AID 624296; further: potency means the concentration at half of the fitted maximal effect; % of control where 0% means no effect; nearly all actives have a fitted effect of over 50% in size
HepG2 tox – kills HepG2 cells in TGF-b inhibitor counter-screen | HepG2 CAGA-GFP viability, ATP luminescence, 18 h | Potency, µM (series often up to 46.1 µM), inactives show at the top dose activity change, negative = cytotoxicity, most hits filed as cytotoxic | 0.76% of 410,000 active; further: potency means the concentration at half of the fitted maximal effect; some results filed as inactive show a strong effect at the top dose
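CellTiter-Glo luminescence gave cytotoxicity after 18 hours at 37 degrees C. The cells were HepG2 CAGA-GFP in 1% FBS DMEM, stimulated with 500 pg/mL TGF-beta after compound addition. %Activity was normalised to no-cell wells (complete cell-killing) and DMSO (no toxicity), and curves were fitted and classified.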
ATXN viability – cell viability loss in ATXN counter-screen; AID 651635; Potency, µM (series often up to 56.7 µM), most hits filed as cytotoxic; S2 cells (HEK-293 line with an ATXN2-luciferase reporter) viability, CellTiter-Fluor protease fluorescence, 24 h; 0.49% of 400,000 active; further: potency means the concentration at half of the fitted maximal effect; nearly all actives have a fitted effect of over 40% in size
IL1B secr inh – blocks inflammasome-driven IL-1 beta release. THP-1 LPS/ATP IL-1B secretion, AlphaLISA, 16 h; active compounds read low. activity change, % at 57.5 µM. 4.7% of 360,000 active. AID 743279; in the data active means activity change below about -50%; inconclusive means mostly about -30% to -49%; further: on the % scale 0 is the no-effect control and ±100 the full control effect
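Secreted IL-1B measured by AlphaLISA bead assay after 16 h compound exposure of THP-1 cells; compounds (final up to 57.5 uM) added 1 h before LPS (250 ng/mL) and ATP (1.25 mM) stimulation; lower signal means less secretion.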
ATXN2 expr inh – inhibitors of ATXN2 expression | AID 1745845 | Potency, µM (titrated, usually from 57 µM), for the others: at the highest dose activity change, negative = inhibition, usual class: inhibitors | HEK-293 ATXN2-luciferase reporter, luminescence, 24 h | 0.72% of 360,000 active; further: potency means the concentration at half of the fitted maximal effect; on the % scale 0 is the no-effect control and ±100 the full control effect; nearly all actives have a fitted effect of over 55% in size
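qHTS (up to 57 uM final) was run with 24 h compound exposure of reporter cells at 37 °C. Each well was multiplexed: SteadyGlo luminescence measured ATXN2-luciferase expression after a fluorogenic Gly-Phe-AFC viability readout (25 uM final).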
An asterisk follows results filed as active; [ ] = another dose, or the depositor's remark. Unless noted, the call rests on the fitted dose curve; in most records, active means well fitted curve in the direction sought with a large enough effect; inconclusive means small, poorly fitted or top-dose-only effect, or another doubt; inactive means no such curve, though single readings can be large; an effect the other way counts as inactive or inconclusive.

Screening O=C(N/N=C/c1cccs1)c1cc(-c2ccc(Cl)s2)[nH]n1 returned HT1080 IDH1KD tx -18.2%, SW480 rereplic -5.9%, HT1080-NT tox inconclusive, KB-3-1 cytotox -9.8%, MCF10A rereplic 12.6%, HepG2 tox -36.0%, ATXN viability inactive, IL1B secr inh inconclusive and ATXN2 expr inh 10.8%.
Screening CC(=O)N1CCN(Cc2nc3cc(NC(=O)NC4CCCCC4)ccc3n2C)CC1 returned HT1080 IDH1KD tx -1.7%, SW480 rereplic 0.7%, HT1080-NT tox 0.7%, KB-3-1 cytotox 0.1%, MCF10A rereplic 2.5%, HepG2 tox 15.9%, ATXN viability inactive, IL1B secr inh 17.9 and ATXN2 expr inh 5.5%.
`O/N=C(/c1ccc(Cl)cc1)C1CC1c1ccccc1` (configuration not stated) gave HT1080 IDH1KD tx -19.0%, SW480 rereplic 9.7%, HT1080-NT tox -28.2%, KB-3-1 cytotox 0.0%, MCF10A rereplic inconclusive, HepG2 tox -30.8%, ATXN viability inactive, IL1B secr inh -16.8 and ATXN2 expr inh 70.7%[activator].
CCCN1C(=O)c2ccc(C(=O)Nc3ccc4c(c3)OCO4)cc2C1=O was read as HT1080 IDH1KD tx 5.7%, SW480 rereplic -3.5%, HT1080-NT tox -2.1%, MCF10A rereplic 0.3%, HepG2 tox 44.1%, ATXN viability inconclusive, IL1B secr inh 1.1 and ATXN2 expr inh 8.5%.
`CC(=O)c1ccccc1Oc1nc(CN2CCOCC2)nc2scc(-c3cccs3)c12` gave HT1080 IDH1KD tx -8.3%, SW480 rereplic 8.0%, HT1080-NT tox -19.8%, KB-3-1 cytotox inconclusive, MCF10A rereplic inconclusive, HepG2 tox -6.0%, ATXN viability inactive, IL1B secr inh inconclusive and ATXN2 expr inh -11.5%.
Screening COC(=O)c1ccccc1NC(=O)Cn1nnc(-c2ccc3c(c2)OCO3)n1 returned HT1080 IDH1KD tx 7.7%, SW480 rereplic -0.6%, HT1080-NT tox 5.5%, KB-3-1 cytotox inconclusive, MCF10A rereplic 10.8%, HepG2 tox 11.6%, ATXN viability inconclusive, IL1B secr inh 6.5 and ATXN2 expr inh 6.9%.
COc1ccc(-c2nnc(Nc3ccc(S(=O)(=O)Nc4nccs4)cc3)c3ccccc23)cc1 was read as HT1080 IDH1KD tx -17.1%, SW480 rereplic -0.3%, HT1080-NT tox -4.6%, KB-3-1 cytotox 5.4%, MCF10A rereplic 6.4%, HepG2 tox -6.9%, ATXN viability inactive, IL1B secr inh 13.0 and ATXN2 expr inh 2.9%.
Screening CCOC(=O)N1CCN(C(=O)CN(Cc2ccccc2)S(=O)(=O)c2ccc(OC)c(Cl)c2)CC1 returned HT1080 IDH1KD tx -6.1%, SW480 rereplic -3.5%, HT1080-NT tox -1.9%[9.24 µM], KB-3-1 cytotox 3.5%, MCF10A rereplic 3.6%, HepG2 tox 9.3%, ATXN viability inactive, IL1B secr inh 23.7 and ATXN2 expr inh 4.8%.
Screening COc1ccc(-c2c(C)[nH]n3c(=O)c(Cc4ccccc4)c(C)nc23)cc1OC returned HT1080 IDH1KD tx inconclusive, SW480 rereplic inconclusive, HT1080-NT tox -10.9%, KB-3-1 cytotox 0.0%, MCF10A rereplic inconclusive, HepG2 tox -12.5%, ATXN viability inactive, IL1B secr inh -14.7 and ATXN2 expr inh -30.9%.
`O=C(O)/C(=C\c1cccc(F)c1)c1ccc(S(=O)(=O)N2CCCCC2)s1` gave HT1080 IDH1KD tx -6.6%, SW480 rereplic -7.3%, HT1080-NT tox -3.7%, KB-3-1 cytotox 3.2%, MCF10A rereplic 14.4%, HepG2 tox -63.3%, ATXN viability inactive, IL1B secr inh 21.3 and ATXN2 expr inh -17.5%.
Screening N#Cc1c(NC(NC(=O)c2ccco2)C(=O)c2ccccc2)sc2c1CCCC2 (configuration not stated) returned HT1080 IDH1KD tx 0.0%, SW480 rereplic -9.5%, HT1080-NT tox -25.0%, KB-3-1 cytotox 7.4%, MCF10A rereplic -10.5%, HepG2 tox -26.2%, ATXN viability inactive, IL1B secr inh inconclusive and ATXN2 expr inh 14.1%.
Screening COc1ccc(Cc2nc(C(=O)Nc3ccc(F)cc3)cs2)cc1 returned HT1080 IDH1KD tx inconclusive, SW480 rereplic -8.6%, HT1080-NT tox -18.3%, KB-3-1 cytotox -0.3%, MCF10A rereplic 16.5%, HepG2 tox -14.9%, ATXN viability inactive, IL1B secr inh -8.8 and ATXN2 expr inh 11.8%.
For C/C(=N\Nc1ccc([N+](=O)[O-])cc1)c1ccc(N2CCOCC2)cc1 the results were HT1080 IDH1KD tx -12.3%, SW480 rereplic 0.1%, HT1080-NT tox -8.3%, KB-3-1 cytotox 12.8%, MCF10A rereplic -1.1%, HepG2 tox 3.3%, ATXN viability inactive, IL1B secr inh 18.2 and ATXN2 expr inh 6.8%.
Cn1c(=O)oc2cc(S(=O)(=O)N3CCC(C(=O)N4CCN(c5cccc(Cl)c5)CC4)CC3)ccc21 was read as KB-3-1 cytotox -5.1%, HepG2 tox -12.6%, ATXN viability inactive and ATXN2 expr inh -4.4%.
`Cc1ccc(C(=O)Nc2cccnc2N2CCN(C)CC2)cc1` gave HT1080 IDH1KD tx 6.7%, SW480 rereplic -6.5%, HT1080-NT tox 11.5%, KB-3-1 cytotox 3.1%, MCF10A rereplic -0.5%, HepG2 tox -10.3%, ATXN viability inactive, IL1B secr inh -7.5 and ATXN2 expr inh -2.8%.
Cn1nc(C(C)(C)C)c(NC(=O)c2sccc2Cl)c1C(C)(C)C was read as HT1080 IDH1KD tx 5.3%, SW480 rereplic -6.2%, HT1080-NT tox 7.6%, KB-3-1 cytotox -3.0%, MCF10A rereplic -1.7%, HepG2 tox 19.7%, ATXN viability inactive, IL1B secr inh -5.7 and ATXN2 expr inh -17.0%.
`CN(Cc1c(F)cccc1Cl)C(=O)c1cc2ccccc2o1` gave HT1080 IDH1KD tx -13.6%, SW480 rereplic inconclusive, HT1080-NT tox 2.1%, KB-3-1 cytotox -6.4%, MCF10A rereplic inconclusive, HepG2 tox -2.2%, ATXN viability inactive and IL1B secr inh 3.2.
`COc1cccc(NC(=O)CN(C)C(=O)C2CC(=O)N(CCc3ccc(OC)c(OC)c3)C2)c1` (configuration not stated) gave HT1080 IDH1KD tx 23.3%, SW480 rereplic -2.8%, HT1080-NT tox 10.5%, KB-3-1 cytotox -15.3%, MCF10A rereplic 6.2%, HepG2 tox 17.6%, ATXN viability inactive, IL1B secr inh -5.4 and ATXN2 expr inh 4.6%.
Screening O=C(/C=C/c1cccs1)NC(=S)Nc1ccccc1 returned HT1080 IDH1KD tx 25.5%, SW480 rereplic 2.5%, HT1080-NT tox 25.0%, KB-3-1 cytotox 9.5%, MCF10A rereplic 0.4%, HepG2 tox -24.6%, ATXN viability inactive, IL1B secr inh -62.1* and ATXN2 expr inh 41.7%[activator].
`CCCC(C)NC(=O)COC(=O)c1cc(Br)c(Br)s1` (configuration not stated) gave HT1080 IDH1KD tx -2.6%, SW480 rereplic -6.2%, HT1080-NT tox -23.4%, KB-3-1 cytotox -2.6%, MCF10A rereplic 5.2%, HepG2 tox -1.7%, ATXN viability inactive, IL1B secr inh 0.0 and ATXN2 expr inh -20.0%.
Screening CC(=O)Nc1ccc(NC(=O)C2CCCN(S(=O)(=O)c3ccc(Cl)cc3)C2)cc1 (configuration not stated) returned HT1080 IDH1KD tx 2.1%, SW480 rereplic 2.6%, HT1080-NT tox 1.5%, KB-3-1 cytotox -0.4%, MCF10A rereplic 0.5%, HepG2 tox 0.3%, ATXN viability inactive, IL1B secr inh 18.4 and ATXN2 expr inh 2.2%.
Screening O=C(CCCn1c(=O)c2ccccc2n(Cc2ccc(F)cc2Cl)c1=O)NCCc1ccc(Cl)cc1 returned KB-3-1 cytotox -3.5%, HepG2 tox 6.5%, ATXN viability inactive and ATXN2 expr inh 3.6%.
For CCOC(=O)NC(=S)Nc1c(C)n(C)n(-c2ccccc2)c1=O the results were HT1080 IDH1KD tx 7.7%, SW480 rereplic 38.4%, HT1080-NT tox 2.5%, KB-3-1 cytotox 2.6%, MCF10A rereplic -46.8%[inhibitor], HepG2 tox -1.9%, ATXN viability inactive, IL1B secr inh -2.0 and ATXN2 expr inh -14.0%.
CC1CN(C(=O)c2cc(S(=O)(=O)N3CCCCC3)ccc2Cl)CC(C)O1 (configuration not stated) was read as HT1080 IDH1KD tx 5.5%, SW480 rereplic 1.5%, HT1080-NT tox 11.6%, KB-3-1 cytotox -8.4%, MCF10A rereplic 2.2%, HepG2 tox -0.3%, ATXN viability inconclusive, IL1B secr inh 33.3 and ATXN2 expr inh 5.2%.
CCOC(=O)c1ccc(N2C(=O)C(CC(N)=O)N(NC(=O)c3cccc(F)c3)C2=S)cc1 (configuration not stated) was read as HT1080 IDH1KD tx -0.3%, SW480 rereplic -17.1%, HT1080-NT tox 14.2%, KB-3-1 cytotox 0.4%, MCF10A rereplic 2.2%, HepG2 tox -11.0%, ATXN viability inactive and IL1B secr inh -8.6.
For COc1ccc(Nc2cc(C)c3c(O)cccc3n2)cc1 the results were HT1080 IDH1KD tx inconclusive, SW480 rereplic inconclusive, HT1080-NT tox inconclusive, KB-3-1 cytotox inconclusive, MCF10A rereplic inconclusive, HepG2 tox -24.4%, ATXN viability inactive, IL1B secr inh inconclusive and ATXN2 expr inh 50.0%[activator].
Cc1ccc(OCCC(=O)OCC(=O)N2c3ccccc3NC(=O)C2(C)C)cc1 was read as HT1080 IDH1KD tx 6.9%, SW480 rereplic 9.7%, HT1080-NT tox 14.4%, KB-3-1 cytotox 6.1%, MCF10A rereplic inconclusive, HepG2 tox 4.5%, ATXN viability inactive, IL1B secr inh 11.0 and ATXN2 expr inh 6.2%.
